High-throughput results as filed in PubChem.
GoLoco inh red = RGS12 GoLoco-Gai1 interaction inhibition. P63096. Gai1:RGS12 GoLoco peptide FP, rhodamine, 10 min. Potency, µM (top dose mostly 61.6 µM), for the others: top-dose activity, negative = inhibition, actives largely listed as inhibitors. 230,000 tested, 0.44% active. AID 880; active = well fitted inhibition curve with a large enough effect, not every such curve was filed as active; inactive = no such curve, though single readings can be large or run the other way; note: % is set by controls: 0 for no effect and ±100 for the full control effect; nearly all actives have a fitted effect of over 30% in size; many of its hits are not listed in these tables
Target sequence (P63096 whole entry, looked up): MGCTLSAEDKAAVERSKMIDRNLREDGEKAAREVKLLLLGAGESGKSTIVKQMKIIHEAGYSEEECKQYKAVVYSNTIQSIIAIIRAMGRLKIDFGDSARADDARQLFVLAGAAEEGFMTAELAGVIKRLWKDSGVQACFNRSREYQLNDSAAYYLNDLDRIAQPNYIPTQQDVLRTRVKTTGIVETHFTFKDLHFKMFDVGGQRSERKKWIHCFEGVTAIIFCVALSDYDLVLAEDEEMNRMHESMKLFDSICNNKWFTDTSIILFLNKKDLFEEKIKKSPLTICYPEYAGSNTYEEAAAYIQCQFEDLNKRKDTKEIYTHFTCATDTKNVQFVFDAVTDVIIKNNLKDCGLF
KDM4E inh = blocks human JMJD2E demethylase activity; B2RXH2; JMJD2E catalytic domain, FDH-coupled NADH fluorescence (FDH is formaldehyde dehydrogenase); Potency, µM (series often up to 57.1 µM), for inactives: at the highest dose activity change, negative = inhibition, actives largely listed as inhibitors; 230,000 tested, 1.6% active; AID 2147; active = well fitted inhibition curve with a large enough effect, not every such curve was filed as active; inconclusive = small, poorly fitted or top-dose-only effect, or another doubt; inactive = no such curve, though single readings can be large or run the other way;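 note: 0% = wells with enzyme and -100% = buffer wells without enzyme; nearly all actives have a fitted effect of over 50% in size; many of its hits are not listed in these tables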
Target sequence (B2RXH2 1-337 limits assumed): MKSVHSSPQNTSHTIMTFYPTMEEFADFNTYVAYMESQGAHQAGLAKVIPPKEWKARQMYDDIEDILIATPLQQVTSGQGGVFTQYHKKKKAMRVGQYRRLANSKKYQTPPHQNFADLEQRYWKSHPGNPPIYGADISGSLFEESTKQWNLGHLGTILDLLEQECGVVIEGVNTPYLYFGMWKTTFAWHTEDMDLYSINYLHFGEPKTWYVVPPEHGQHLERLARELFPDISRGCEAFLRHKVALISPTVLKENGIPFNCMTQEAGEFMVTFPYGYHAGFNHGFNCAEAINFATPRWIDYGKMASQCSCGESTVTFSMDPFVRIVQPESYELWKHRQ
SMN2 splice up = increases expression of the SMN2 splice variant | HEK293 SMN2-luciferase splicing reporter, luminescence, 30-36 h | 210,000 tested, 2.8% active | Potency, µM (titrated, usually from 46.1 µM), for the others: top-dose activity change, positive = activation, hits mostly activators; note: % of control where 0% means no effect; nearly all actives have a fitted effect of over 55% in size
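qHTS luciferase splicing reporter: luminescence rises when SMN2 exon 7 is included in transfected HEK293 cells. Compound exposure lasted 30-36 h at 37C, with 4.5 mM final sodium butyrate as control, followed by a ONE-Glo read.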
Epigenetic reg = derepresses silenced GFP reporter in murine cells; Potency, µM (series often up to 53.9 µM), for the others: at the highest dose GFP activation, usual class: activators; 280,000 tested, 0.2% active; murine LDR cells, GFP reporter derepression, 30 h; note: % of control where 0% means no effect; nearly all actives have a fitted effect of over 60% in size
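GFP-positive cell count by laser-scanning cytometry (objects 20–120 um) after 30 h, 37 C compound exposure of murine LDR cells; reporter is CMV-GFP integrated at a silenced locus, inducible by HDAC or DNMT inhibitors.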
NPSR antag = neuropeptide S receptor (human) antagonism, cAMP; Potency, µM (highest dose often 38.3 µM), inactives show at the highest dose activity change, negative = inhibition, actives largely listed as inhibitors; CHO-NPSR cells, cAMP TR-FRET, antagonist mode; AID 1461; 220,000 tested, 1% active; note: % is set by controls: 0 for no effect and ±100 for the full control effect; nearly all actives have a fitted effect of over 50% in size; many of its hits are not listed in these tables
Target sequence (Q6W5P4 whole entry, looked up): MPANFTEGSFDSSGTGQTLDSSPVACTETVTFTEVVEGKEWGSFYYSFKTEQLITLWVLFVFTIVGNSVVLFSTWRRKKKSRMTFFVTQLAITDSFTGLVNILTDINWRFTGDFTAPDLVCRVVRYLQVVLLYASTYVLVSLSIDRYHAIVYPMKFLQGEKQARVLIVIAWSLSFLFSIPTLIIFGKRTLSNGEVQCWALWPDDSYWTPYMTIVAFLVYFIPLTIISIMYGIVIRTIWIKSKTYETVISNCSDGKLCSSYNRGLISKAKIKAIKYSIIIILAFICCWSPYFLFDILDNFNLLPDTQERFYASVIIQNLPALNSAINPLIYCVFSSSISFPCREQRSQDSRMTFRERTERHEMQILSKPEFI
Luc counter = Kinase-Glo luciferase inhibition (counter-screen) | Q27757 | Kinase-Glo luciferase, ATP luminescence, 8 min | Potency, µM (highest dose often 38.3 µM), without a hit: at the top dose activity change, negative = inhibition, most hits filed as inhibitors | 200,000 tested, 0.28% active; note: % is set by controls: 0 for no effect and ±100 for the full control effect; nearly all actives have a fitted effect of over 60% in size
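Luminescence was the read-out, taken after 8-minute incubation at ambient temperature. Luciferase turned over luciferin with 10 uM ATP in imidazole pH 7.2 buffer containing KCl, MgCl2, Tween 20 and BSA.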
IMPase Li cell = membrane-permeable IMPase blocker, potentiated with lithium; Potency, µM (highest dose often 59.4 µM), for inactives: at the highest dose activity, negative = IMPase inhibition, hits mostly inhibitors; 210,000 tested, 0.35% active; CHO-M1 cells, IP1 TR-FRET (IP-One), carbachol + lithium;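 note: IP1 builds up when IMPase is blocked and the TR-FRET signal falls; plate controls were basal vehicle for no effect and high inhibitor control for full effect; nearly all actives have a fitted effect of over 50% in size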
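Steps: plate 2000 CHO-M1 cells per well and culture 16–30 h; add compound and lithium; incubate 30 min, 37C; add d2-IP1 tracer and Eu cryptate anti-IP1 antibody in lysis buffer; read after 10 min at room temperature.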
RECQ1 inh = RECQ1 (human) helicase inhibition. P46063. RECQ1 DNA unwinding, red fluorescence kinetic read. Potency, µM (top dose mostly 57.3 µM), for the others: at the highest dose activity, negative = inhibition, usual class: inhibitors. 240,000 tested, 0.54% active. AID 2549;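 note: plate controls were vehicle for no effect and no enzyme for full effect; nearly all actives have a fitted effect of over 30% in size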
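RECQ1T1 50 nM; forked duplex (20 bp + 30-nt ss tails) 200 nM, ATP 2 mM final; pH 8.0, 2 mM MgCl2, 2.5 ug/ml poly(dI-dC); 15 min compound preincubation; discontinuous kinetic read over 2 h at RT.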
The depositor's hits bear a star; i = inactive; u = inconclusive; x = not tested or not shown; & = joins results of further samples; [ ] = another dose, or the depositor's remark. Unless noted, calls come from the whole dose curve; as a rule, active = well fitted curve in the direction sought with a large enough effect; inconclusive = small, poorly fitted or top-dose-only effect, or another doubt; inactive = no such curve, though single readings can be large; an effect the other way counts as inactive or inconclusive. Potency is the fitted concentration of half-maximal effect. A portion of the library; count on the stated rates, not on these rows.

SMILES | GoLoco inh red | KDM4E inh | SMN2 splice up | Epigenetic reg | NPSR antag | Luc counter | IMPase Li cell | RECQ1 inh
COc1ccc(-c2nn(CCC#N)cc2C(=O)Nc2ccccc2Br)cc1[N+](=O)[O-] | 200%[activator] | 6% | x | 5.1% | -13% | x | x | -12%
CC1(C)C2CC=C(CN3CCC(O)CC3)C1C2 (configuration not stated) | 1% | u | 10% | -2.1% | 6%[46.1 µM] | 1% | 1%[38.3 µM] | i
COC(=O)[C@]1(C)CC[C@@]2(C)CC[C@@]3(C)C4=CC=C5C(=CC(=O)C(O)=C5C)[C@@]4(C)CC[C@@]3(C)C2C1 (some centres not stated) | -3% | u | -115%[inhibitor] | 1.3% | x | -11% | 29% | -6%
Oc1cc(Cl)c(Cl)c(Cl)c1 | -20% | x | 2% | x | x | x | 28% | -4%
COc1ccc(Cn2c(O)c(C=NCCN3CCOCC3)c(=O)[nH]c2=O)cc1 | x | -18% | x | 1.0% | -8%[46.1 µM] | x | x | -8%
Clc1ccccc1CNc1nc2ccccc2n2cnnc12 | 10% | u | x | 4.0% | 4% | x | x | 3%
O=C(CNC(=O)c1ccccc1)NCC(=O)OCC(=O)c1ccc([N+](=O)[O-])cc1 | 4% | -12% | -11% | u | -7%[46.1 µM] | -2% | 3% | -3%
Cn1cc(C(=O)C(=O)N[C@H]2CN3CCC2CC3)c2ccccc21 | 3%&-2% | -2% | -6% | 3.2%&1.0% | x | -1% | 3%&-1% | 14%&3%
C[C@@H]1CC[C@@]2(OC1)O[C@H]1[C@@H](O)[C@H]3[C@@H]4CC[C@H]5C[C@@H](O[C@@H]6O[C@H](CO)[C@H](O[C@@H]7O[C@H](CO)[C@@H](O)[C@H](O[C@@H]8OC[C@@H](O)[C@H](O)[C@H]8O)[C@H]7O[C@@H]7O[C@H](CO)[C@@H](O)[C@H](O[C@@H]8O[C@H](CO)[C@@H](O)[C@H](O)[C@H]8O)[C@H]7O)[C@H](O)[C@H]6O)[C@H](O)C[C@]5(C)[C@H]4CC[C@]3(C)[C@H]1[C@@H]2C | -19% | x | -30%[inhibitor] | x | x | x | 25% | -9%
CCn1c(NN=O)nc2ccccc21 | 5% | u | x | u | -7% | 0% | 3% | -15%
CCSC(=O)N1CCCCCC1 | 9% | x | 4% | x | x | x | -9% | -7%
C/C=C/c1ccc2c(c1)OCO2 | -1%&6%&0% | 6%&8% | 5%&-1% | 5.8%&2.6% | x | 1%&-2% | 12%&-1%&9% | -4%&-8%
CC(C)(C)c1ccc(C(=O)C2CCCN(Cc3ccon3)C2)cc1 (configuration not stated) | -1% | -6% | x | -0.1% | 26% | x | 4% | -10%
COc1c2c(cc3c1OCO3)C13C=CC(OC)CC1N(C2)CC3O (configuration not stated) | 3% | 0% | 6% | -0.5% | x | -2% | 14% | -2%
O=c1cccc2n1CC1CNCC2C1 (configuration not stated) | 0%&-5% | 85%[activator] | -6% | 5.1%&1.3% | x | -2%&0% | 5%&10% | -5%&13%
CCCCCn1c(=O)c(C(=O)Nc2ccncc2)c(O)c2ccccc21 | x | -4% | x | -1.3% | 13%[46.1 µM] | x | x | -7%
C[C@@H]1O[C@H](C[N+](C)(C)C)CS1 | 32µM* | -6% | -10% | -1.2% | u | 0% | -9% | -12%
O=c1c2ccccc2nc(/C=C/c2ccc(O)cc2)n1-c1ccccc1O | 18% | -26% | x | 1.6% | -1% | x | x | i
NC1(C(=O)O)CCCC1 | -2% | -9% | -6% | 8.0% | x | -3% | 11% | -9%
CC/C(=N\Nc1cccc2ccccc12)c1c(O)[nH]c(=O)[nH]c1=O | 18% | u | -9% | -1.6% | 10% | -1% | 10% | -2%
COc1ccc(CN2C(=O)NC(=O)/C(=C/c3ccc(OC)c(OC)c3OC)C2=O)cc1 | 6% | u | x | 0.1% | -25% | x | x | u
COc1ccc(CC2C(=O)NC(=O)NC2=O)c(OC)c1 | 3% | 4% | 14% | -2.1% | -2%[46.1 µM] | 0% | 2%[38.3 µM] | i
CCCC12CN3CCN(CC(C3)/C1=N\NC(=O)c1ccncc1)C2 | 8% | 10% | -11% | -0.3% | 21% | 0% | -3% | i
CCN(CC)P(=O)(NC(=O)c1cccn1C)N(CC)CC | -2% | 5% | 3% | 0.5% | 11% | -1% | 0% | i
CC[C@H](Oc1ccc(Cl)cc1)C(=O)OC1C[C@H]2CC[C@@H](C1)N2C (some centres not stated) | 2% | 6% | x | -1.4% | x | 1% | 29% | i
CC(C)(C)NC(=O)Cn1cc(C(=O)c2ccccc2F)c2ccccc21 | 4% | -2% | -25% | -0.7% | 15%[46.1 µM] | -3% | 28%[38.3 µM] | i
CC(=O)OC1=CC2=CC[C@H]3[C@H]4CCC(=O)[C@@]4(C)CC(=O)[C@]3(S)[C@]2(C)CC1 | -2%[14.2 µM] | x | 3%[9.22 µM] | x | x | -1%[7.66 µM] | 9% | x
O=C(c1ccccc1)c1ccc(N=Nc2c(O)[nH]c(=O)[nH]c2=O)cc1 | -5% | 0% | 3% | -3.2% | -11% | 0% | -1% | 0%
O=c1[nH]c(=S)n(Cc2ccc(F)cc2)c(O)c1/C=N/N1CCCCCC1 | 7% | -6% | 1% | 1.3% | -9%[46.1 µM] | 2% | 10% | -26%
O=C1NC(=O)C(=Cc2ccc(SC3CCCCC3)o2)C(=O)N1 | 54%[activator] | u | 7% | -0.8% | u | -4% | 2% | u
O=C(c1ccc2c(c1)ncn2C1CCCCCC1)N1CCC2(CC1)OCCO2 | 4% | 4% | -2% | 0.0% | -1%[46.1 µM] | -1% | -5%[38.3 µM] | -3%
Cn1c(O)c(C=NC2CC3CCC2(C)C3(C)C)c(=O)[nH]c1=O (configuration not stated) | 4% | -3% | -4% | -0.2% | -7%[46.1 µM] | -8% | 8%[38.3 µM] | -2%
Brc1c(NC2=NCCN2)ccc2nccnc12 | 1%&-19%&3%&-3%&-10% | 20µM* | 5%&6%&-7% | 1.0%&-0.1%&0.6%&2.1%&0.8% | 11% | -1% | 0%&-2%&3%&2%&17% | 10%&10%&-3%
CN(C)CCC=C1c2ccccc2CCc2ccccc21 | 6% | u | -23% | 4.3% | -23% | 2% | 24%&32%&29%&20%&22% | 6%
Oc1cc2c(cc1O)[C@H]1c3ccccc3CNC1CC2 (some centres not stated) | 9% | 20µM* | 6% | 17% | -18%[46.1 µM] | -5% | 9% | -8%
CCOc1ccc(N2C(=O)NC(=O)/C(=C\c3ccc(N4CCOCC4)cc3C)C2=O)cc1 | 128%[activator] | -10% | -5% | u | -19% | -5% | 4% | i
CCN(CC)CCN=Cc1c(O)n(Cc2ccco2)c(=O)[nH]c1=O | 5% | 2% | x | -1.3% | -13% | x | x | 19%
Oc1ccccc1/C=N/NP(=S)(c1ccccc1)c1ccccc1 | -15% | -6% | -10% | -0.3% | u | 4% | 10% | -20%
Cc1ccccc1N1C(=O)NC(=O)/C(=C\c2cc(C)n(C)c2C)C1=O | 16% | 1% | 7% | -3.4% | -10% | -1% | 1% | 2%
CCCCC/C=C\C/C=C\CCCCCCCCCC(=O)NCCO | 0% | 0% | 4% | -1.1% | x | -1% | 15% | 2%
C[C@@H]1O[C@@H](O[C@H]2CC[C@]3(C=O)C4CC[C@]5(C)[C@@H](C6=CC(=O)OC6)CC[C@]5(O)[C@@H]4CC[C@]3(O)C2)[C@H](O)[C@H](O)[C@H]1O (some centres not stated) | 4% | -3% | -87%[inhibitor] | 0.8% | x | 0% | 23% | -15%
COCC#CCN1CCCCC1c1cccnc1 (configuration not stated) | -5% | -2% | 2% | -0.3% | x | 0% | 12% | i
CSc1ccc(C(=O)C2CCCN(Cc3ccn[nH]3)C2)cc1 (configuration not stated) | 2% | -8% | x | 1.1% | 12% | x | x | -7%
O=C(Cc1ccccc1)N1CCN(Cc2ccc([N+](=O)[O-])cc2)CC1 | -36% | u | -13% | 0.0% | -11% | 1% | -3% | 0%
O=C(c1ccco1)N1CCC[C@@]2(CCN(Cc3ccncc3)C2)C1 | 3% | x | -4% | x | x | -1% | -3% | i
CN1C2CCC1CC(OC(=O)c1ccc(Cl)cc1)(C(=O)O)C2 (configuration not stated) | 25% | 9% | 15% | 1.1% | 10% | -4% | -2% | -19%
Cc1c(C(=O)O)cccc1-n1c(C)cc(/C=C2\C(=O)NC(=O)N(c3ccc4c(c3)OCO4)C2=O)c1C | 7% | u | 10% | -0.4% | 14% | -7% | 5% | -6%
CN(C)c1nc(-c2ccccc2)[n+](C)s1 | x | 0% | x | -2.1% | -6%[46.1 µM] | x | x | -4%
CC1(C)Cc2c(C#N)c(N3CCNCC3)nc(-c3ccco3)c2CS1 | 7% | -12% | x | 7.7% | -56% | x | x | -5%
CCN(CC)S(=O)(=O)c1ccc(N=Cc2c(O)n(-c3ccccc3)c(=O)[nH]c2=O)cc1 | -3% | -18% | -4% | -0.8% | -7%[46.1 µM] | -1% | -9%[38.3 µM] | -4%
CC1(C)CC(=O)c2cc(OCC(=O)N3CCN(Cc4ccccc4)CC3)ccc2O1 | 8% | u | -41%[inhibitor] | -2.8% | 1% | -7% | -16% | -5%
Fc1ccc(C(OCCN2CCN(CCCc3ccccc3)CC2)c2ccc(F)cc2)cc1 | 6% | -1% | -61%[inhibitor] | -1.2% | u | -3% | 18%&30%&36%&9% | -6%
S=c1[nH]nc(-c2ccco2)n1Cc1ccccc1 | -10% | u | -15% | -1.1% | -15%[46.1 µM] | -3% | 8%[38.3 µM] | 1%
CC(C)(Cl)Cl | -11% | x | 21% | x | x | x | -12% | -7%
Cc1ccc(-c2cc(C(=O)N3CCC4(CC3)OCCO4)no2)cc1 | -7% | 5% | x | 0.2% | -20% | 2% | 1% | -6%
O=C1/C(=C/c2ccc([N+](=O)[O-])cc2)N2CCC1CC2 | -20% | 3% | 1% | -3.2% | -10% | 0% | -7% | -5%
C=CCn1c(O)c(C(CC)=NCc2ccc3c(c2)OCO3)c(=O)[nH]c1=O | 9% | 3% | x | 0.3% | 54% | x | x | 4%

Taken from above:
In RECQ1 inh, Oc1cc(Cl)c(Cl)c(Cl)c1 is entered as -4%
In Epigenetic reg, CC(C)(C)c1ccc(C(=O)C2CCCN(Cc3ccon3)C2)cc1 (configuration not stated) is entered as -0.1%
